Vif-A3F inh = blocks the Vif interaction with APOBEC3F. HeLa A3F-eYFP + Vif (tagged APOBEC3F with the HIV-1 protein that degrades it), YFP fluorescence increase. Potency, µM (doses to about 46.1 µM), inactives show at the top dose activity, negative = active. 390,000 compounds, 0.2% hits. AID 602313; note: % of control where 0% means no effect; nearly all actives have a fitted effect of over 65% in size
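Fluorescence increase (Ex 488/Em 500-530) after overnight compound treatment at 37 deg C flags inhibition of Vif-driven A3F-eYFP loss in stable HeLa A3F-eYFP/Vif cells seeded overnight beforehand.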
Vif-APOBEC3G blk = Vif-A3G binding inhibition. Q9HC16. Potency, µM (series often up to 46.1 µM), without a hit: at the top dose activity, negative = active, most hits filed as inhibitors. 410,000 compounds, 0.076% hits. HeLa A3G-eYFP + Vif (tagged APOBEC3G with the HIV-1 protein that degrades it), YFP fluorescence, overnight;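 note: % is set by controls: 0 for no effect and ±100 for the full control effect; nearly all actives have a fitted effect of over 60% in size; hits raise eYFP signal because A3G escapes Vif-driven loss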
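HeLa cells stably expressing Vif and C-terminally eYFP-tagged A3G, seeded overnight at 37 deg C, then exposed to compound by pintool overnight at 37 deg C. Rise in yellow fluorescence (Ex 488/Em 500-530, Acumen) marks blocked Vif-driven A3G degradation.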
rTrxR1 inhibitor = inhibitors of rat thioredoxin reductase 1; O89049; recombinant rTrxR1, NADPH fluorescence consumption, selenite substrate; Potency, µM (highest dose often 114 µM), for the others: at the highest dose activity change, negative = inhibition, most hits filed as inhibitors; 390,000 compounds, 1% hits; AID 588453; note: % is set by controls: 0 for no effect and ±100 for the full control effect; nearly all actives have a fitted effect of over 65% in size
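Rat TrxR1 (90 nM in the dispensed reagent) was pre-reduced with 400 uM NADPH for 5 min at room temperature, then incubated with compound for 15 min. After 400 uM selenite was added, NADPH fluorescence (Ex 340/Em 450 nm) was followed for 8 min.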
TrxR1 substrate = substrates of rat thioredoxin reductase 1. O89049. purified TrxR1 substrate turnover, NADPH consumption readout. Potency, µM (highest dose often 114 µM), without a hit: at the top dose activity change, negative = substrate turnover. 390,000 compounds, 0.01% hits. AID 588456; note: % is set by controls: 0 for no effect and ±100 for the full control effect; nearly all actives have a fitted effect of over 50% in size
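Rat TrxR1, dispensed at 90 nM, was prereduced with 400 uM NADPH (final) for 5 min at ~22 deg C, then incubated with compound 15 min before 400 uM selenite. A first-read NADPH fluorescence drop versus no-compound background flagged substrates.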
RGS4 inh = human RGS4 inhibition; Potency, µM (series often up to 114 µM), inactives show at the highest dose activity change, negative = inhibition, hits mostly inhibitors; AID 504845; 390,000 compounds, 0.039% hits; Transcreener GDP fluorescence polarization, RGS4-accelerated GTP hydrolysis; P49798; note: % is set by controls: 0 for no effect and ±100 for the full control effect; nearly all actives have a fitted effect of over 75% in size; some results filed as inactive show a strong effect at the top dose
Target sequence (P49798 whole entry, looked up): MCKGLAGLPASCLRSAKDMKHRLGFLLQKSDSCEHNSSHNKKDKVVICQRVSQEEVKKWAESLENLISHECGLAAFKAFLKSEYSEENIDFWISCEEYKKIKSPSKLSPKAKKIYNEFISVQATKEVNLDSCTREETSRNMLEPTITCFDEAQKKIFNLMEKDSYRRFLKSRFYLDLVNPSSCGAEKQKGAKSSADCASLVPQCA
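MLSMR compounds (23 nl, pin-transferred) preincubated 10 min at room temperature with a 500nM (2x) first reagent, then RGS4 at 900nM (2x) plus Transcreener GDP mix added; fluorescence polarization (620/688 nm) read before and after 90 min at 30 °C.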
RXFP1 agonist = RXFP1 (human) receptor agonism; HEK293T-RXFP1 cAMP TR-FRET, 30 min; response scale: percent of porcine relaxin response, buffer zero; Potency, µM (titrated, usually from 57.5 µM), for the others: at the highest dose activation, hits mostly activators; 370,000 compounds, 0.3% hits; AID 2676; note: % is set by controls: 0 for no effect and ±100 for the full control effect; nearly all actives have a fitted effect of over 60% in size; many of its hits are not listed in these tables
Target sequence (Q9HBX9 whole entry, looked up): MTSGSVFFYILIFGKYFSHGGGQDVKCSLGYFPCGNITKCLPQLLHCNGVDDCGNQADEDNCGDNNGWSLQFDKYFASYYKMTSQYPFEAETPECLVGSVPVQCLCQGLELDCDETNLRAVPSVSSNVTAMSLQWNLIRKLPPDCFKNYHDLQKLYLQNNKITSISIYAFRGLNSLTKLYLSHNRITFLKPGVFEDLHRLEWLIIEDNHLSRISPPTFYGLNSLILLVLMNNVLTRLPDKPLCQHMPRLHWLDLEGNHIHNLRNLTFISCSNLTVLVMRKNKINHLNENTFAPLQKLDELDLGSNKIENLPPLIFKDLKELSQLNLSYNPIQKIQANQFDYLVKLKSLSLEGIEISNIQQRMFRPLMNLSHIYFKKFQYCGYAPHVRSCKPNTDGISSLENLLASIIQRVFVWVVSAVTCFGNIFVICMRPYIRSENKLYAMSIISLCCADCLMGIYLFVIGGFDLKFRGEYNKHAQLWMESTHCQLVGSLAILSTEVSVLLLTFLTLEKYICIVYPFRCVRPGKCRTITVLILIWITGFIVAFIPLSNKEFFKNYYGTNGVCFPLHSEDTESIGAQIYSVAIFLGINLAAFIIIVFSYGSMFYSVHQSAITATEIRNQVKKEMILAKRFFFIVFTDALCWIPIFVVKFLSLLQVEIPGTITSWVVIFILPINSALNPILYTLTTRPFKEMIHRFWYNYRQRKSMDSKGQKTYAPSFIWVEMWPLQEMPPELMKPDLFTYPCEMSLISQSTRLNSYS
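HEK293T cells stably expressing RXFP1 were pretreated with the PDE4 inhibitor Ro 20174, exposed to compounds for 30 min at 37C, lysed, and cAMP was read by TR-FRET. Data normalized to buffer (basal) and 29 nM porcine relaxin (100%).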
USP1 inh = USP1/UAF1 (human) deubiquitinase inhibition; recombinant USP1/UAF1, Ub-Rhodamine cleavage fluorescence; 390,000 compounds, 0.23% hits; Potency, µM (titrated, usually from 57.1 µM), without a hit: at the top dose activity change, negative = inhibition, usual class: inhibitors; note: % is set by controls: 0 for no effect and ±100 for the full control effect; nearly all actives have a fitted effect of over 60% in size; inactives centre near -12
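USP1/UAF1 complex at 1 nM was preincubated with compound for 15 min at room temperature, then Ub-Rho substrate (150nM final) was added. Fluorescence (480/540 nm) was read kinetically, 6 reads every 60 seconds.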
ALOX12 inh = blocks human arachidonate 12S-lipoxygenase | AID 1671190 | 580,000 compounds, 1.1% hits | purified 12hLO, xylenol orange hydroperoxide absorbance | P18054 | Potency, µM (doses to about 108 µM), without a hit: top-dose activity change, negative = inhibition, most hits filed as inhibitors; note: % is set by controls: 0 for no effect and ±100 for the full control effect
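Purified human 12hLO (150 nM final) in 25 mM Hepes, 0.01% Triton X-100, pH 7.0 was preincubated 15 min at room temperature with compound. Then 40 uM arachidonic acid was added, 30 min. Hydroperoxide was read by Fe-XO absorbance ratio 573/405 nm.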
IDH1 R132H inh = inhibitors of human mutant IDH1 R132H; IDH1-R132H enzyme, NADPH consumption, diaphorase/resazurin fluorescence; Potency, µM (highest dose often 76.6 µM), for inactives: at the highest dose activity change, negative = inhibition, actives largely listed as inhibitors; O75874; AID 602179; 390,000 compounds, 0.093% hits; note: % is set by controls: 0 for no effect and ±100 for the full control effect; nearly all actives have a fitted effect of over 65% in size
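IDH1-R132H (0.5 ug/mL) preincubated 30 min with compound, then NADPH (0.016 mM) and alpha-KG (2 mM) added; 80 min at RT, pH 7.5. Remaining NADPH coupled via diaphorase/resazurin to fluorescence (540/590 nm); concentration-response curves normalized to no-enzyme control.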
* marks the source's active call; other numbers are inactive results; u = inconclusive; x = no result given; [ ] = remark or other dose. Calls come from the whole dose curve; as a rule, active = well fitted curve in the direction sought with a large enough effect; inconclusive = small, poorly fitted or top-dose-only effect, or another doubt; inactive = no such curve, though single readings can be large; an effect the other way counts as inactive or inconclusive. Potency is the fitted concentration of half-maximal effect. These rows are one share of the data, so the mix of outcomes need not match the whole.

SMILES	Vif-A3F inh	Vif-APOBEC3G blk	rTrxR1 inhibitor	TrxR1 substrate	RGS4 inh	RXFP1 agonist	USP1 inh	ALOX12 inh	IDH1 R132H inh
Cn1cccc1/C=N/NC(=O)c1cc2ccccc2cc1O	u	-3%	-8%	-12%	-41%	5.4%	-21%	u	12%
Cc1cc(NC(=O)C2CCN(S(=O)(=O)Cc3ccccc3)CC2)ccc1-n1cnnn1	-19%	2%	28%	11%	29%	-0.6%	-3%	-13%	-1%
C/C(=N\NC(=S)NC(C)C)c1ccco1	u	4%	-1%[57.1 µM]	-12%	6%	1.2%	-23%	u	5%
CCN(CC)S(=O)(=O)c1ccc(NC(=O)C2c3ccccc3Oc3ccccc32)cc1	3%	-7%	19%	1%	14%	0.4%	-10%	-28%	5%
CC(C)CC(NC(=O)C1CCC(C)CC1)C(=O)Nc1cccnc1 (stereo not drawn)	7%	-3%	3%[57.1 µM]	8%[57.1 µM]	10%	0.6%	-8%	-10%	11%
O=C(c1ccccc1)c1ccc(O)c(O)c1O	2%	2%	-10%	-5%	-27%	x	-2%	u	18%
O=C(CN1CCC(n2cnc3cc(F)ccc32)CC1)Nc1ccccc1Br	-10%	2%	11%	-3%	-4%	1.6%	-4%	0%	-8%
CS(=O)(=O)N(CC(=O)Nc1cccc(F)c1)c1cccc([N+](=O)[O-])c1	-1%	0%	-10%	-4%	-21%	1.7%	-22%	0%	3%
CCn1nnc(NC(=O)c2ccc(C(C)(C)C)cc2)n1	x	-5%	13%	6%	14%	0.5%	-27%	-24%	11%
CCc1ccc(NC(=O)CSc2nnnn2C)cc1	u	7%	20%	8%	-9%	0.8%	-14%	-15%	5%

No new results follow: 2 of the compounds above.
SMILES	Vif-A3F inh	Vif-APOBEC3G blk	rTrxR1 inhibitor	TrxR1 substrate	RGS4 inh	RXFP1 agonist	USP1 inh	ALOX12 inh	IDH1 R132H inh
Cn1cccc1/C=N/NC(=O)c1cc2ccccc2cc1O	u	-3%	-8%	-12%	-41%	5.4%	-21%	u	12%
Cc1cc(NC(=O)C2CCN(S(=O)(=O)Cc3ccccc3)CC2)ccc1-n1cnnn1	-19%	2%	28%	11%	29%	-0.6%	-3%	-13%	-1%

(listing goes on)
SMILES	Vif-A3F inh	Vif-APOBEC3G blk	rTrxR1 inhibitor	TrxR1 substrate	RGS4 inh	RXFP1 agonist	USP1 inh	ALOX12 inh	IDH1 R132H inh
COC(=O)c1cccc(C#CC(NP(=O)(c2ccccc2)c2ccccc2)c2ccccc2)c1 (stereo not drawn)	1%	0%	u	-4%	11%	0.4%	-11%	u	-10%
COc1ccc(C(=O)c2ccc(Cl)cc2)cc1	4%	-10%	9%	-11%[57.1 µM]	-4%	-2.5%	-25%	-1%	13%
NC(=O)c1cc([N+](=O)[O-])ccc1Nc1ccccc1	-3%	4%	10%[57.1 µM]	4%[57.1 µM]	34%	-0.1%	u	u	13%
CCN1CCN(C(=O)C2(NC(=O)Nc3cccc(F)c3)CCCCC2)CC1	-6%	0%	-2%	-6%	-13%	0.9%	7%	0%	5%
NC1=C([N+](=O)[O-])C(c2ccc(F)cc2)C2=C(CCCC2=O)O1 (stereo not drawn)	16%	-3%	-26%	-13%	-18%	1.8%	-10%	-7%	-11%
C[C@H]1CN([C@@H](C)CO)C(=O)c2cc(-c3cccc(F)c3)cnc2O[C@@H]1CN(C)S(C)(=O)=O	-5%	1%	x	x	x	x	-13%	-7%	10%
CCc1ccc(-c2cnc3ccccc3n2)cc1NC(=O)CNC(=O)c1ccccc1	1%	-2%	21%	5%	1%	-0.7%	-21%	1%	6%
COc1ccc(CN2CCN(Cc3cccc(OC)c3)C(CCO)C2)cc1 (stereo not drawn)	7%	-4%	17%[11.4 µM]	10%[11.4 µM]	8%	-2.5%	-17%	7%	7%
COc1ccc(N(C(=O)CNC(=O)c2ccco2)C(C(=O)NCC2CCCO2)c2ccccc2)cc1 (stereo not drawn)	11%	-6%	7%[57.1 µM]	-1%[57.1 µM]	13%	1.2%	-12%	0%	5%
NNC(=O)/C(=C\c1ccco1)NC(=O)c1ccco1	-15%	u	1%	-8%	4%	1.4%	-12%	9%	-9%
Cc1ccc(S(=O)(=O)N2CCCC2CNC(=O)C(=O)NCc2cccs2)cc1 (stereo not drawn)	2%	-9%	-1%	-4%	-15%	1.7%	-20%	u	6%
COc1ccc(OC)c(-n2c(Cn3c(-c4ccccn4)nc4ccccc43)n[nH]c2=S)c1	-3%	0%	-17%	2%	-10%	2.1%	-13%	u	-18%
COC(=O)C1=C(C)N(c2ccc(OC)c(OC)c2)C(=O)/C1=C\c1ccco1	-7%	-3%	28µM*	0%	-15%	-0.3%	-6%	-20%	0%
O=C(NCCC(=O)N1CCN(S(=O)(=O)c2ccccc2)CC1)c1ccc(Br)cc1	0%	-4%	-4%	-8%	13%	2.5%	-21%	10%	6%
COc1cc2sc3ccc(C#Cc4ccccn4)cc3c(=O)c2cc1OC	u	-13%	5%	5%	-19%	x	0%	-14%	5%
COc1cc(C(=O)OCC(=O)N2c3ccccc3NC(=O)C2(C)C)ccc1OCC(C)C	13%	-4%	5%	-13%	11%	0.4%	-3%	-9%	0%
CCOc1c(O)ccc(C2NC(=O)NC(C)=C2C(=O)OC)c1[N+](=O)[O-] (stereo not drawn)	0%	8%	4%	-3%	-33%	0.0%	-19%	-10%	0%
CCNCCC(CCC(C)C)c1ccc2c(c1)OCO2 (stereo not drawn)	8%	-2%	9%	3%	-23%	4.1%	-6%	u	-5%
COc1cc(C(=O)N(Cc2ccco2)Cc2cc3ccccc3[nH]c2=O)cc(OC)c1OC	2%	-1%	-20%[57.1 µM]	-1%[57.1 µM]	-11%	1.0%	-10%	6%	0%
COC(=O)c1c(C)c2c(C)cc3ccccn3c-2c1C(=O)OC	4%	2%	-11%	-14%	13%	0.9%	-5%	0%	4%

One compound at a time, from the list above.
COC(=O)C1=C(C)N(c2ccc(OC)c(OC)c2)C(=O)/C1=C\c1ccco1 as listed: Vif-A3F inh = -7%; Vif-APOBEC3G blk = -3%; rTrxR1 inhibitor = 28µM*; TrxR1 substrate = 0%; RGS4 inh = -15%; RXFP1 agonist = -0.3%; USP1 inh = -6%; ALOX12 inh = -20%; IDH1 R132H inh = 0%
COc1ccc(OC)c(-n2c(Cn3c(-c4ccccn4)nc4ccccc43)n[nH]c2=S)c1 as listed: Vif-A3F inh = -3%; Vif-APOBEC3G blk = 0%; rTrxR1 inhibitor = -17%; TrxR1 substrate = 2%; RGS4 inh = -10%; RXFP1 agonist = 2.1%; USP1 inh = -13%; ALOX12 inh = u; IDH1 R132H inh = -18%
CCOc1c(O)ccc(C2NC(=O)NC(C)=C2C(=O)OC)c1[N+](=O)[O-] (stereo not drawn) as listed: Vif-A3F inh = 0%; Vif-APOBEC3G blk = 8%; rTrxR1 inhibitor = 4%; TrxR1 substrate = -3%; RGS4 inh = -33%; RXFP1 agonist = 0.0%; USP1 inh = -19%; ALOX12 inh = -10%; IDH1 R132H inh = 0%

Next structures follow.
SMILES	Vif-A3F inh	Vif-APOBEC3G blk	rTrxR1 inhibitor	TrxR1 substrate	RGS4 inh	RXFP1 agonist	USP1 inh	ALOX12 inh	IDH1 R132H inh
C/C(=C/c1ccccc1)C(=O)N1CCN(c2ccccc2F)CC1	-20%	-9%	9%	-2%	-22%	0.9%	-20%	9%	5%
CCOc1ccccc1NC(=O)c1ccc(OCC(=O)N2CCOCC2)c(OC)c1	-2%	3%	13%	1%	-3%	x	-11%	174%[activator]	23%
CN(C)c1ccc(NC2=C(Cl)C(=O)c3ccccc3C2=O)cc1	0%	6%	2.8µM*	4%	-6%	-0.5%	u	u	9%
COc1cccc(-c2nn(-c3ccc(C)cc3)cc2C(=O)NCC(c2cccs2)N2CCOCC2)c1 (stereo not drawn)	-6%	-1%	8%	3%	9%	1.2%	-5%	u	-1%
O=C(c1cccc(F)c1)N1CCCC(C(=O)N2CCCCC2)C1 (stereo not drawn)	6%	2%	26%	-2%	3%	1.0%	-11%	32%[activator]	-3%
Cc1cccc(C)c1NC(=S)NN1CCN(C)CC1	-10%	2%	9%	3%	-7%	-0.6%	-18%	-28%	1%

An excerpt from above in order of their number in USP1 inh, highest first:
SMILES	rTrxR1 inhibitor	TrxR1 substrate	RGS4 inh	USP1 inh	ALOX12 inh
COc1cccc(-c2nn(-c3ccc(C)cc3)cc2C(=O)NCC(c2cccs2)N2CCOCC2)c1 (stereo not drawn)	8%	3%	9%	-5%	u
CCOc1ccccc1NC(=O)c1ccc(OCC(=O)N2CCOCC2)c(OC)c1	13%	1%	-3%	-11%	174%[activator]
Cc1cccc(C)c1NC(=S)NN1CCN(C)CC1	9%	3%	-7%	-18%	-28%
C/C(=C/c1ccccc1)C(=O)N1CCN(c2ccccc2F)CC1	9%	-2%	-22%	-20%	9%
